Assay outcomes: PubChem BioAssay, several laboratories
SMARCA2 activ: increases SMARCA2 function in MMTV reporter cells; AID 652017; activation, % at 9.1 µM; 370,000 tested, 1% active; MG213 cells, MMTV-luciferase reporter, dexamethasone, overnight; in the data active = activation above about 7.8%;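 also: 0% = vehicle wells and 100% = reference activator wells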
PLC-beta3 inh: blocks human PLC-beta3 enzyme activity | Purified PLC-beta3, fluorogenic substrate, fluorescence | inhibition, % at 12.2 µM | 370,000 tested, 0.18% active | AID 720704; in the data active = inhibition above about 11%;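 also: 0% = median of compound wells on plate and 100% = full blocker control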
DAX1 inh-1: inhibitors of DAX1 repression of SF-1 activated StAR promoter; inhibition, % at 6.8 µM; AID 652010; 370,000 tested, 1.1% active; HEK293T StAR-luciferase reporter, SF-1/DAX-1 repression relief;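 active = inhibition above the mean over all tested compounds plus 3 SD, cut at about 3.6% in these data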;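 also: 0% = DAX-1 cells with DMSO and 100% = cells lacking DAX-1 with DMSO; higher inhibition means more luminescence from relief of DAX-1 repression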
sPLA2-III inh: Inhibits HGIII-sPLA2 liposome hydrolysis, primary screen; Q9NZ20; QFRET BODIPY PC-A2 liposome hydrolysis, fluorescence; inhibition, % at 12.2 µM; 370,000 tested, 0.56% active; AID 743126;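 active = inhibition above mean plus 3 SD of compounds lying within the high and low control bounds, cut at about 19% in these data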;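 also: 0% = median of test compound wells and 100% = no enzyme DMSO wells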
Target sequence (Q9NZ20 whole entry, looked up): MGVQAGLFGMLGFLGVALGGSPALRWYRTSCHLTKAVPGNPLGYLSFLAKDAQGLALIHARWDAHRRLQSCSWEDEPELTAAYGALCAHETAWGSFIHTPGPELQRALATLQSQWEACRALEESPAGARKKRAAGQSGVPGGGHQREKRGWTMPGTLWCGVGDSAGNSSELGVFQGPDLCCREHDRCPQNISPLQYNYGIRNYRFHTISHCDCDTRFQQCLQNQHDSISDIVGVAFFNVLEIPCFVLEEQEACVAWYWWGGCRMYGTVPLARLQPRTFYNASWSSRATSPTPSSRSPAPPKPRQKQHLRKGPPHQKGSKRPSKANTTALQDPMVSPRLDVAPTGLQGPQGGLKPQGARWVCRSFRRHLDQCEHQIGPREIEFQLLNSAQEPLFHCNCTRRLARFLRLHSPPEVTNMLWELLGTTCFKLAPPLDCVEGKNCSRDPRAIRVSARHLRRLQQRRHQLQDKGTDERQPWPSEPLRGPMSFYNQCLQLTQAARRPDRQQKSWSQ
hcDAF-12 act: activates DAF-12 receptor from parasite H. contortus; 370,000 tested, 1.4% active; activation, % at 6.8 µM; HEK293 hcDAF-12 lit1-tk-luc reporter, luminescence; 0% DMSO, 100% Δ7-dafachronic acid; AID 652067;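 active = activation above the mean of all tested compounds plus 3 SD, cut at about 5.5% in these data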;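 also: 100% = response to 3 µM Δ7-dafachronic acid high control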
PG9 Ab binder: PG9 antibody binding by small molecule; TR-FRET gp120-PG9 antibody binding; inhibition, % at 6.7 µM; 360,000 tested, 0.43% active; in the data active = inhibition above about 8.5%
FXN GAA850 act: activators of GAA850 frataxin (FXN) promoter; 360,000 tested, 0.56% active; activation, % at 6 µM; HEK293 lucGAA850 FXN promoter luciferase reporter, 24 h; percent of 10 µM SAHA response;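 active = activation above the average of all compounds screened plus 3 SD, cutoff fixed separately per campaign, cut at about 7.5% in these data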;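 also: 0% = DMSO wells and 100% = 10 µM SAHA wells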
DAX1 inh-2: inhibitors of human orphan nuclear receptor DAX1 (NR0B1). 340,000 tested, 0.99% active. inhibition, % at 6.75 µM. P51843. HEK293 Gal4-DAX1 luciferase reporter, luminescence. AID 504766;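 active = inhibition above the mean over all tested compounds plus 3 SD, cut at about 4.2% in these data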;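 also: 0% = DAX1-transfected cells with DMSO and 100% = empty-vector control cells with DMSO; inhibition shows as a rise in luminescence from relieved DAX1 repression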
Target sequence (P51843 207-470 limits assumed): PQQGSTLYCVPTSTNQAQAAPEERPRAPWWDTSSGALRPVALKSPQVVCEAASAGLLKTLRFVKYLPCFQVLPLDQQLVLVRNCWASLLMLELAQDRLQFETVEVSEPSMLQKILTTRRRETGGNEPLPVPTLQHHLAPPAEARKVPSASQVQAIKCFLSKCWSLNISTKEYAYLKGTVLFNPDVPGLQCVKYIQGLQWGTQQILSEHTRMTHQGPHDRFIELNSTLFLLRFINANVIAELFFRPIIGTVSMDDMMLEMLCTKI
hgDAF12 agonist: activates the H. glycines DAF-12 receptor ligand-binding domain; HEK293 GAL4-hgDAF12 UAS-luciferase reporter, agonist luminescence; normalized to butyrate control; activation, % at 6.8 µM; 370,000 tested, 1.8% active; AID 687014;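 active = activation above a cutoff set at the mean of all screened compounds plus 3 SD, cut at about 10% in these data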;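 also: 0% = DMSO wells and 100% = sodium butyrate wells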
Rev-erbA mod: modulators of human Rev-erb alpha DNA binding. activity, % at 10 µM. Rev-erbα–FITC-DNA binding, fluorescence polarization, 90 min. 370,000 tested, 0.79% active. P20393;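 active = activity above about 14%, limit read from the data; passing the limit was not always enough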;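 also: 0% = DMSO wells with 35 nM protein and 100% = DMSO wells with 750 nM protein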
ssDAF-12 act: activates DAF-12 receptor from parasite S. stercoralis; 370,000 tested, 1% active; activation, % at 6.8 µM; HEK293 ssDAF-12/GRIP1 lit1-tk-luc reporter, luminescence; % of 3 µM dafachronic acid response;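 active = activation above the mean over all tested compounds plus 3 SD, cut at about 0.9% in these data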;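 also: 0% = DMSO-only wells and 100% = 3 µM delta7-dafachronic acid wells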
The depositor's hits bear a star; i = inactive.

The line under a structure holds: PG9 Ab binder	PLC-beta3 inh	DAX1 inh-2	hcDAF-12 act	SMARCA2 activ	DAX1 inh-1	hgDAF12 agonist	sPLA2-III inh	ssDAF-12 act	FXN GAA850 act	Rev-erbA mod
> CC12CCC(C(=O)NNC(=O)c3ccccc3)(OC1=O)C2(C)C (configuration not stated)
    -1.4	-1	0.0	1.9	1	0.8	-1.8	-2	-0.6	-0.8	1
> O=C(CSc1nnc2c3c4c(sc3ncn12)CCCC4)NCc1ccco1
    1.1	-2	-0.3	0.1	-3	-0.2	-1.3	3	-0.8	-0.1	3
> Cc1ccc(NC(=O)c2cccnc2)cc1C
    0.3	-2	1.8	1.4	2	0.6	4.9	10	-0.7	2.9	6
> Cc1c(Cc2ccc3c(c2)OCO3)sc(NC(=O)C(C)(C)C)c1C#N
    -1.1	-1	-0.5	-0.1	0	1.1	1.3	-3	-1.2	-1.8	4
> CCCCN(CC)C(=O)c1n[nH]c(=O)c2ccccc12
    -1.0	1	-0.6	-0.3	2	0.2	1.2	1	-0.8	-2.3	-4
> O=C(CSc1nc2ccccc2c(=O)n1-c1ccccc1)N1CCc2ccccc21
    -1.1	5	0.4	1.0	6	0.5	0.6	-1	-1.1	4.2	1
> O=S(=O)(c1cccc(NC(=S)Nc2ccc(Br)cc2Cl)c1)N1CCOCC1
    0.6	7	0.9	-1.3	-1	-0.1	1.8	3	-1.0	-1.8	6
> COc1cc(OC)cc(N(C(=O)C2COc3ccccc3O2)C(C(=O)NC2CCCCC2)c2ccc(O)cc2)c1 (configuration not stated)
    -1.6	1	-1.2	0.0	-4	-0.6	-0.3	-30	-1.5	-1.6	2
> COc1ccc(-n2nc(C(=O)NCC(=O)N3CCN(c4ccc(F)cc4)CC3)c3ccccc3c2=O)c(OC)c1
    -1.1	-15	-0.6	-0.1	0	-0.1	-0.2	3	-0.1	2.6	-8
> CN(c1ccc(Cl)cc1)S(=O)(=O)c1nnc(NC(=O)C(C)(C)C)s1
    -1.0	1	-0.3	-1.5	-4	-0.1	-2.8	-5	-1.4	-0.7	-11
> COc1ccc(S(=O)(=O)NCC(c2ccc(C)cc2)N2CCN(C)CC2)cc1 (configuration not stated)
    -0.7	-3	-0.8	-1.0	4	1.4	3.3	-26	-1.0	1.6	-6
> O=[N+]([O-])c1cc([N+](=O)[O-])c2nonc2c1Nc1ccc(O)cc1
    -4.3	-59	1.1	2.2	0	-0.4	0.2	-4	-0.7	4.2	11
> O=C(CSc1nnc2ccc(-c3cccnc3)nn12)Nc1ccc(F)cc1F
    -0.8	-77	0.9	0.4	-4	-0.1	-0.4	9	-0.5	2.7	2
> CCCNC(=O)CS(=O)(=O)Cc1nc(-c2cccc(OC)c2)oc1C
    -1.0	4	0.6	1.2	0	-0.6	4.7	-4	-0.6	-1.3	-6
> CC(C)(C)c1ccc(/C=C/C(=O)N2CCN(c3ncccn3)CC2)cc1
    -1.0	-2	0.0	-3.1	-5	-0.2	-2.3	-1	-1.8	3.3	-1
> Cn1c(-c2ccccc2)c[n+]2c1-c1ccccc1C2
    -2.7	4	-1.2	0.7	-5	-0.6	-0.3	2	-1.5	1.2	4
> CCC(=O)N/N=C(\C)CC(=O)Nc1ccccc1-c1ccccc1
    -0.6	0	1.2	-1.9	0	-0.4	1.8	-17	-0.7	1.1	0
> CN(C(=O)c1cccc(NC(=O)Cc2cccc([N+](=O)[O-])c2)c1)C1CCCCC1
    -2.5	11*	-2.9	-3.8	-2	-1.3	-6.4	-28	-2.0	-4.6	-2
> CCOc1ccccc1NC(=O)CSC1=NN2CCCC(=O)N=C2S1
    0.4	-6	-0.8	-2.5	-3	0.4	-1.0	4	-1.4	-1.6	1
> COc1ccc(/C=N\NC(=O)c2ccccc2)cc1COc1ccccc1
    0.5	-26	0.3	0.5	0	-3.5	2.0	-3	-1.1	-0.7	1
> O=C(Nc1cccnc1)Nc1ccccc1Cl
    -1.5	3	-1.4	2.2	1	0.6	3.0	-2	-1.5	-1.4	1
> COC(=O)c1ccc(Cn2nc(-c3ccccc3)ccc2=O)cc1
    1.0	-8	-0.8	-3.0	-2	0.3	-2.4	2	-0.8	0.3	0
> Cc1cc2c3c(c1)C1(SCC(=O)N1c1ccc(F)cc1)C(=O)N3C(C)(C)CC2C (configuration not stated)
    -1.8	2	-0.6	-0.4	0	-1.1	-0.5	1	-2.1	2.8	7
> O=C(COC(=O)C(Cc1ccccc1)NC(=O)c1cccs1)NCc1ccccc1 (configuration not stated)
    -1.1	-2	0.1	-0.8	0	0.4	4.4	-8	-1.4	-1.2	-1
> O=S(=O)(c1ccc(F)cc1)N1CCN(CCc2ccccc2)CC1
    -2.1	-1	-0.5	6.8*	-1	0.1	-2.6	-5	-0.9	-0.2	-1
> COc1ccc(OC)c(-n2cnc3cc(C(=O)O)ccc32)c1
    2.5	1	-0.8	-0.9	1	0.4	0.2	6	-1.7	0.1	1
> CCOC(=O)CNC(=O)C1c2ccccc2C(=O)N(c2ccc(OC)cc2)C1c1ccc(OC)cc1 (configuration not stated)
    -0.6	0	2.4	-1.8	-1	0.0	-3.8	-5	-1.1	1.4	0
> Cc1ccc(C)c(NC(=O)Cn2ccn(-c3ccc4c(c3)OCO4)c(=O)c2=O)c1
    0.6	-6	0.9	2.3	-3	0.0	0.5	14	-1.0	1.7	-1
> CCOc1cccc(C(=O)N2CCCN(C)CC2)c1
    -3.2	-6	-0.1	2.7	-1	0.5	-1.9	3	-1.0	1.3	-2
> Clc1ccc(Cl)c(-c2nn3c(COc4ccccc4)nnc3s2)c1
    -0.4	-4	0.6	2.0	-2	0.1	-0.2	8	1.4*	0.2	-2

The last 2 entries of the part before lead into the next:
The line under a structure holds: PG9 Ab binder	PLC-beta3 inh	DAX1 inh-2	hcDAF-12 act	SMARCA2 activ	DAX1 inh-1	hgDAF12 agonist	sPLA2-III inh	ssDAF-12 act	FXN GAA850 act	Rev-erbA mod
> CCOc1cccc(C(=O)N2CCCN(C)CC2)c1
    -3.2	-6	-0.1	2.7	-1	0.5	-1.9	3	-1.0	1.3	-2
> Clc1ccc(Cl)c(-c2nn3c(COc4ccccc4)nnc3s2)c1
    -0.4	-4	0.6	2.0	-2	0.1	-0.2	8	1.4*	0.2	-2
> CCCCCC(=O)C(=O)c1ccc(O)cc1O
    -0.2	-6	0.1	-1.4	-2	-0.3	-0.5	-10	-1.1	-0.4	-2
> O=C1NCC(c2ccccc2)(c2ccccc2)C(=O)N1
    0.6	-3	0.1	-0.7	-1	-0.1	-3.5	2	-0.9	0.3	-8
> CCCCC(=O)Nc1ccc(Cl)cc1F
    -0.1	5	0.5	-0.3	-1	0.2	-1.5	3	-1.6	-0.3	0
> CCN(CC)CCCN(Cc1cc2cc3c(cc2[nH]c1=O)OCO3)C(=S)Nc1ccc(OC)cc1
    -2.8	-23	-0.9	-0.6	6	0.9	-1.9	4	-0.8	4.4	4
> Clc1cccc(Oc2cnns2)c1Cl
    -1.9	-9	-0.1	3.0	0	0.2	2.3	-97	-0.9	0.0	-4
> COc1ccc(O)c(C(=O)c2cnc3c(c2)c(C)nn3CCO)c1
    1.3	-52	-1.1	0.2	2	-0.6	1.6	-1	-0.7	2.8	-5
> COCCNC(=O)/C(C#N)=C/c1c(N2CCCCCC2)nc2ccccn2c1=O
    -0.3	-30	-0.1	-4.0	-2	-0.6	-0.1	-1	0.0	0.2	-6
> O=C(N1CCOCC1)n1cnc2ccccc21
    -1.1	1	0.5	2.8	-1	0.4	4.4	4	-0.5	-4.7	1
> COc1cc(C)c(S(=O)(=O)NOCc2ccc([N+](=O)[O-])cc2)c(C)c1C
    -1.9	-5	-1.2	0.8	1	-0.3	2.0	-27	-1.4	1.0	2
> C/C(=N\NC(=O)c1cccs1)c1ccc(C(=O)O)s1
    0.4	-8	2.0	7.0*	2	8.0*	15*	5	-0.1	6.0	-4
> O=C(O)c1cccc(-n2nnnc2SCc2ccccn2)c1
    2.4	6	1.6	-1.4	-7	1.7	1.8	11	-0.9	-1.5	13
> O=C(NC1CCCCCC1)C1CCN(S(=O)(=O)c2ccccc2)CC1
    0.6	1	0.7	0.0	-1	-0.7	0.7	-2	-0.6	-1.1	2
> CC(C)(C)c1ccc(C(=O)NCC2CCCN2S(=O)(=O)c2ccccc2)cc1 (configuration not stated)
    -0.3	-6	-4.2	-2.8	-3	-5.5	-3.5	1	-1.8	-2.6	-2
> O=C(Cc1ccc(Cl)cc1Cl)NCC1(N2CCOCC2)CCCCC1
    -0.6	-3	-0.8	0.6	-4	0.8	0.6	0	-1.3	-0.6	-3
> Cc1ccc2nc(NC(=O)c3cc(-c4ccco4)nc4ccccc34)sc2c1
    -0.8	-106	-0.7	-1.0	-2	-0.4	2.6	-9	-0.9	3.9	-6
> COC(=O)c1ccc(C(=O)OC)c(NC(=O)Oc2ccccc2)c1
    0.6	i	0.1	1.4	0	0.7	2.9	2	-0.7	2.6	2
> COc1cccc(-c2sc3ccc(OC)cc3c2-c2ccc(C(N)=O)cc2)c1
    -0.6	-4	0.3	0.0	-1	0.0	0.8	-12	-0.7	0.4	-6
> COC(=O)C1=CN(CC2CCCO2)C=C(C(=O)OC)C1c1ccsc1 (configuration not stated)
    -1.0	i	1.4	0.1	-3	-0.8	0.3	-3	-1.5	0.5	2
> Cc1ccc(-c2nc(C(Cl)Cl)c3ccccc3n2)cc1
    -0.6	-5	-0.4	4.4	-2	0.9	3.5	12	-0.5	3.2	-1
> O=C(O)CCC(=O)NCc1ccc(F)cc1
    1.0	1	0.8	-1.3	-1	0.8	0.0	7	-1.7	-0.9	4
> CCCN(CC(=O)Nc1ccccc1C)C(=O)CCCc1c[nH]c2ccccc12
    -1.4	-3	-0.6	0.5	-2	-0.6	2.2	-55	-0.6	-1.5	-2
> CCN(CC)S(=O)(=O)c1cccc(C(=O)NC(Cc2c[nH]c3ccccc23)c2nnc3n2CCCCC3)c1 (configuration not stated)
    0.4	-3	-0.7	-0.3	-4	0.1	-0.3	-76	-0.9	2.5	0
> O=S(=O)([N-]c1nc2ccccc2nc1-[n+]1ccc(Cc2ccccc2)cc1)c1ccc(Br)s1
    1.6	-111	-1.9	-1.0	-5	-1.0	-4.6	6	-0.2	2.6	5
> O=S(=O)(Cc1ccccc1)C(CCCc1ccccc1)S(=O)(=O)Cc1ccccc1
    0.4	10	1.6	-0.2	0	0.1	0.0	-11	-0.9	-4.6	-1
> COc1ccc(Cc2nc(-c3ccc(Br)cc3)no2)cc1
    1.4	0	0.2	0.8	-1	0.3	3.2	0	-0.9	5.2	-3

Whole records from above. Order of values: PG9 Ab binder | PLC-beta3 inh | DAX1 inh-2 | hcDAF-12 act | SMARCA2 activ | DAX1 inh-1 | hgDAF12 agonist | sPLA2-III inh | ssDAF-12 act | FXN GAA850 act | Rev-erbA mod
Profile of Cc1ccc2nc(NC(=O)c3cc(-c4ccco4)nc4ccccc34)sc2c1 → -0.8 | -106 | -0.7 | -1.0 | -2 | -0.4 | 2.6 | -9 | -0.9 | 3.9 | -6
Profile of C/C(=N\NC(=O)c1cccs1)c1ccc(C(=O)O)s1 → 0.4 | -8 | 2.0 | 7.0* | 2 | 8.0* | 15* | 5 | -0.1 | 6.0 | -4
